MC4R antagonist: antagonists of human melanocortin 4 receptor (MC4R). P32245. MC4R-expressing cells, MTII-stimulated cAMP, LANCE TR-FRET. 360,000 tested, 0.48% active. inhibition, % at 6.5 µM;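 active = inhibition above its plate's cutoff, the mean of tested wells on that plate plus 3 SD, cut at about 29% in these data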;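 note: 0% = Melanotan II alone and 100% = Melanotan II plus saturating MCL0020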
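System – human MC4R-expressing U2OS cells · Also added – Melanotan II · Dosing – one concentration, 6.5 µM nominal · Timing – 30-min compound, 1-h challenge, 1-h detection, room temperature · Measured by – Eu-cAMP/anti-cAMP TR-FRET, emission 671 nm · Replicates – singlicate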
TLR9-MyD88 block: inhibitors of human TLR9-MyD88 binding | Q9NR96+Q99836 | CHO BLA complementation TLR9-MyD88, CCF4 FRET ratio | inhibition, % at 4.98 µM | 340,000 tested, 0.21% active | AID 504734;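 active = inhibition above the mean over all tested compounds plus 3 SD, cut at about 21% in these data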;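 note: 0% = DMSO only wells and 100% = clavulanate BLA inhibitor control wells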
SRC1 inh: inhibits human SRC1 coactivator | Q15788 | HEK293 GAL4-SRC1 luciferase reporter, luminescence | inhibition, % at 3.6 µM | 360,000 tested, 0.12% active | AID 588354;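 active = inhibition above the campaign mean plus 3 SD, with each screening campaign given its own cutoff, cut at about 60% in these data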;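 note: 0% = DMSO treated cells and 100% = gossypol at 36 µM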
COUP-TFII inh: inhibitors of human COUP-TFII (NR2F2); P24468; HEK293T NGFI-A luciferase reporter, luminescence; inhibition, % at 8.6 µM; 370,000 tested, 0.7% active; AID 686940;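 active = inhibition above a per-plate cutoff, mean inhibition of test wells between control levels plus 3 SD, cut at about 38% in these data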;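 note: cells cotransfected with COUP-TFII expression vector driving the NGFI-A reporter; 0% = median of COUP-TF2 test wells and 100% = reporter-only cells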
Target sequence (P24468 whole entry, looked up): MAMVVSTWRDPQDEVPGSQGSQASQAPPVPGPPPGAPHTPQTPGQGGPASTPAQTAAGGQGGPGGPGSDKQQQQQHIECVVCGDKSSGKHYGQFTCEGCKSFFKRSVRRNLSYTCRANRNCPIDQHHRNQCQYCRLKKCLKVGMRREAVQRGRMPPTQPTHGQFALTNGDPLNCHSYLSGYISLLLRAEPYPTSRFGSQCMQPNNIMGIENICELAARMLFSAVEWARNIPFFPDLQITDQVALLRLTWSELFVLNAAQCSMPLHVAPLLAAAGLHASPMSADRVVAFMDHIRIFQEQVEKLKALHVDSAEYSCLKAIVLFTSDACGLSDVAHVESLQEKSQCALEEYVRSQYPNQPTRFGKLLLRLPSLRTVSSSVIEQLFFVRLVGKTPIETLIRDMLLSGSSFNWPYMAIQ
ABHD5 PLIN5 PPI: blocks binding of human ABHD5 to perilipin-5. Q00G26+Q8WTS1. Split G. princeps luciferase complementation, luminescence, 4 h. inhibition, % at 4 µM. 360,000 tested, 0.78% active. AID 602281;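 active = inhibition above the mean inhibition across every tested compound plus 3 SD, cut at about 22% in these data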;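 note: 0% = DMSO only wells and the 100% control is not disclosed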
NR5A2 inv ag: inverse agonists of human LRH-1 (NR5A2); HEK293T StAR-luciferase reporter, LRH-1 transfected, 24 h; inhibition, % at 3.6 µM; 360,000 tested, 0.13% active; AID 602396;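 active = inhibition above the mean inhibition of all tested compounds plus 3 SD, cut at about 73% in these data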;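 note: 0% = DMSO wells and 100% = reporter-only cells lacking LRH-1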
Target sequence (O00482 whole entry, looked up): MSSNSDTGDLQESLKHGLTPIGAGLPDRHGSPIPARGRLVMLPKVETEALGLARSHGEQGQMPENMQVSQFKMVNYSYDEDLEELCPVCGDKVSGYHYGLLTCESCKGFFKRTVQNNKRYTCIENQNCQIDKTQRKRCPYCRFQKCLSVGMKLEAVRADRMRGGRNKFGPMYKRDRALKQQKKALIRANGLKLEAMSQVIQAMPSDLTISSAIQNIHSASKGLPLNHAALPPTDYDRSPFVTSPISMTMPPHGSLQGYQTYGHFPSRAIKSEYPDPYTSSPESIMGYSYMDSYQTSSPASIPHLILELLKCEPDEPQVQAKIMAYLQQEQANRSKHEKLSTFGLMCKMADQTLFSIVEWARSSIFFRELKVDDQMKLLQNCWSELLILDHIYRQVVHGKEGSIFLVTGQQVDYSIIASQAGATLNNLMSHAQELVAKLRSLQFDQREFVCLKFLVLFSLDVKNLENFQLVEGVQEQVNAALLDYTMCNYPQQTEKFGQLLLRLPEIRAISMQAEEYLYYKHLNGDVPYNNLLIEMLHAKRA
NOD2-RIPK2 inh: inhibitors of human NOD2-RIPK2 interaction | O43353 | CHO BLA complementation NOD2-RIPK2, CCF4 ratio | inhibition, % at 4.98 µM | 360,000 tested, 0.38% active | AID 624267; in the data active = inhibition above about 21%;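 note: 0% = vehicle only and 100% = reference blocker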
MC4R barr agon: activates human MC4R beta-arrestin recruitment | P32245 | U2OS MC4R beta-arrestin complementation, luminescence; percent of melanotan II response, DMSO zero | activation, % at 8.9 µM | 360,000 tested, 0.98% active;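 active = activation above a per-plate cutoff, the mean activation of sample wells on that plate plus 3 SD, cut at about 8% in these data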
NCOA3 inh: human NCOA3 inhibition; 360,000 tested, 0.17% active; HEK293 GAL4-SRC3 luciferase reporter, luminescence; AID 588352; inhibition, % at 3.6 µM;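 active = inhibition above a per-campaign cutoff, the mean of all compounds plus 3 SD, cut at about 60% in these data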;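 note: 0% = DMSO-treated cells and 100% = gossypol-treated cells at 36 µM; higher means less SRC3-driven luciferase light from the GAL4 reporter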
SRC2 inh: human SRC2 (NCOA2) inhibition; Q15596; HEK293 GAL4-SRC2 luciferase reporter, luminescence; inhibition, % at 9 µM; 370,000 tested, 0.17% active; AID 651957;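 active = inhibition above the mean inhibition of all tested compounds plus 3 SD, set per campaign, cut at about 52% in these data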;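 note: 0% = DMSO treated cells and 100% = cells given Gossypol at 36 µM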
EBV LMP1 NFkB: inhibitors of Epstein-Barr LMP1-induced NF-kappaB reporter. LMP1-induced NF-kappaB luciferase reporter cells, luminescence. inhibition, % at 12.5 µM. 350,000 tested, 0.69% active. AID 504558; in the data active = inhibition above about 41%;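 note: 0% = neutral control wells and 100% = reference inhibitor control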
Numbers without * were called inactive; nt = no result given. An excerpt. The share of hits here may be higher or lower than overall.

Value order: MC4R antagonist	TLR9-MyD88 block	SRC1 inh	COUP-TFII inh	ABHD5 PLIN5 PPI	NR5A2 inv ag	NOD2-RIPK2 inh	MC4R barr agon	NCOA3 inh	SRC2 inh	EBV LMP1 NFkB
CCOc1cc2c(cc1OCC)-n1cccc1C(c1c(O)cccc1OC)NC2 (stereo not given)
    7	-18	1	3	1	0	-10	0.9	0	6	6
COC(=O)C1=C(c2ccc3ccccc3c2)C[C@@H]2CC[C@H]1N2C(=O)NC(C)C
    1	1	-3	12	-2	-6	-13	-0.5	-3	-17	3
COC(=O)C1=C(c2cccc(OCc3ccccc3)c2)C[C@@H]2CC[C@H]1N2C(=O)NCCCc1ccccc1
    15	-4	-21	13	-3	10	3	0.0	-14	14	-1
COc1ccc(CCN(C)Cc2ccncc2)cc1OC
    9	0	5	nt	-2	-12	0	-1.7	9	nt	1
Fc1cccc(CCNCc2ccccn2)c1
    5	3	-3	-12	-2	-5	-5	-1.0	2	-11	-8
COc1ccc2c3c([nH]c2c1)C(C)NCC3 (stereo not given)
    14	-7	-8	35	4	17	5	-0.2	9	7	4
O=C(N/N=C/c1c(O)n(C2CC2)c(=S)[nH]c1=O)c1ccccc1Cl
    20	-11	3	-3	4	-3	-2	1.2	-34	-18	3
COC(=O)C1=C(C)OC(N)=C(C#N)C12C(=O)Nc1ccccc12 (stereo not given)
    12	3	-4	3	2	5	-6	-1.7	5	-6	-2
COc1cc(/C=C2\C(=O)NC(=O)N(c3ccc(C)cc3)C2=O)cc(OC)c1O
    6	-8	4	-11	17	0	-5	-0.1	9	-17	4
C#CCN(C)[C@H](C)Cc1ccccc1
    2	6	-10	6	1	1	-23	-1.1	-16	-23	15
Cc1cc(/C=C2\C(=O)NC(=O)N(Cc3ccccc3Cl)C2=O)c(C)n1-c1ccc(C(=O)O)cc1
    6	0	-7	-1	-11	-2	4	-1.2	2	24	-1
CCCCn1nnnc1C(C1CC1)N1CCC2(CC1)C(=O)NCN2c1ccccc1 (stereo not given)
    nt	nt	-6	18	-6	21	-6	nt	6	31	nt
CCn1c(C)c(C(=O)O)c2cc(OC)ccc21
    8	-1	-11	1	-8	-12	-4	-0.9	-4	-3	6
CCN1C(=O)/C(=C/c2ccc(N(CC)CC)cc2OC)C(=O)NC1=S
    10	-3	14	7	-3	8	-7	-0.3	32	27	-17
CCCCn1nnnc1C(CCSC)N1CCC2(CC1)C(=O)NCN2c1ccccc1 (stereo not given)
    nt	nt	6	6	-6	18	-4	nt	-8	8	nt
CCCC1=C(C(=O)OCC)C2(C(=O)Nc3ccc(C)cc32)C(C#N)=C(N)O1 (stereo not given)
    3	-3	-2	22	4	-22	-5	0.4	3	11	4
O=C(NCC1=C(c2ccc3ccccc3c2)C[C@@H]2CC[C@H]1N2Cc1ccco1)c1ccncc1
    2	-12	-33	-10	5	4	4	-2.4	-24	-19	-19
CN/C=C(/Cl)P(=O)(OC(C)C)OC(C)C
    6	-8	12	-2	1	4	9	4.3	8	3	-6
CC(=O)c1ccc2c(c1)C1C(Cl)C(Sc3ccccc3[N+](=O)[O-])CC1C(c1ccccc1)N2 (stereo not given)
    -1	-4	2	6	1	-2	-2	-1.5	8	-1	0
Cc1ccccc1CC(=O)N(CCN(C)C)CC1CCCN(Cc2ccccc2F)C1 (stereo not given)
    7	1	10	7	15	8	-3	0.6	14	-16	1
O=C(NC1CCCCC1)N1C[C@H]2C[C@@H](C1)c1cccc(=O)n1C2
    -4	-1	-18	-10	4	-8	-4	0.8	8	-25	15
NCCCN1CCN(c2ccccc2)CC1
    15	-6	-20	1	-5	-1	-4	0.1	11	3	3
COC(=O)C1=C(c2ccccc2)C[C@@H]2CC[C@H]1N2C(=O)NC(C)C
    6	1	-12	-5	-6	-9	-7	-0.5	-1	4	1
CN1C(=O)C(=Cc2ccc(OCC(=O)Nc3ccccc3)cc2)C(=O)N(C)C1=O
    2	0	-68	nt	50*	-38	0	1.2	-41	nt	-1
CC(C)c1ccc(N2C(=O)NC(=O)/C(=C/C=C/c3ccco3)C2=O)cc1
    9	1	-19	-5	22*	-13	-12	0.3	13	2	-28
Cc1cc(OCC(=O)NC2CCS(=O)(=O)C2)c2c3c(c(=O)oc2c1)CCC3 (stereo not given)
    17	-2	-5	-11	-5	7	0	-1.2	-1	-30	7
O=C(CCc1ccccc1)N1C[C@H]2C[C@@H](C1)c1cccc(=O)n1C2
    4	2	-1	-7	-4	-7	-5	-2.9	8	-7	0
Nc1ccccc1C(=O)OCC(=O)Nc1ccc(Br)cc1F
    14	0	-12	-26	-5	0	-2	1.4	-4	-11	-14
CCOC(=O)c1cccc(C2=C(CNC(C)=O)[C@H]3CC[C@@H](C2)N3Cc2ccccc2)c1
    0	-1	-12	-1	-1	5	-2	-2.2	-7	10	-3
COC(/C(C)=C/C=C/C(C)=C/c1coc(C)n1)C(C)C1CC(O)C2(C)OC2C=CC(C)C2CC(CC(=O)O2)CC2OC2C(=O)O1 (stereo not given)
    -23	0	-1	-17	4	-4	-5	0.6	12	-8	-3
C[C@@H]1O[C@@H](O[C@H]2C[C@@H](O)[C@]3(CO)[C@@H]4C(CC[C@]3(O)C2)[C@@]2(O)CC[C@H](C3COC(=O)C3)[C@@]2(C)C[C@H]4O)[C@H](O)[C@H](O)[C@H]1O (stereo not given in full)
    -4	-3	49	64*	3	99*	-7	28*	67*	3	53*
CC(C)(C)n1nnnc1C(c1cccc2ccccc12)N1CCC2(CC1)C(=O)NCN2c1ccccc1 (stereo not given)
    nt	nt	2	8	1	10	2	nt	2	1	nt
C[C@H](CO)N1C[C@H](C)[C@@H](CN(C)C(=O)Oc2cccc3ccccc23)OCc2cn(nn2)CCCC1=O
    12	-4	-5	14	4	25	4	0.9	1	2	1
CCOC(=O)c1c(N)n(CCN2CCOCC2)c2nc3ccccc3nc12
    11	-1	-4	7	-7	22	1	0.6	6	-16	14
CC1C(c2cccs2)=[N+]([O-])C(C)(C(=O)c2cccs2)N1O (stereo not given)
    3	7	-6	-3	-1	2	-2	0.9	13	-2	5
O=C(COc1ccc2ccccc2c1)N1CCN(CC2CC3C=CC2C3)CC1 (stereo not given)
    -2	-3	0	10	-3	-3	10	-1.6	-9	16	6
CCCCn1c(=O)c(C=Nc2cc([N+](=O)[O-])ccc2OC)c(O)n(CCCCl)c1=O
    -7	-2	-3	-13	-2	2	-4	-2.0	7	-16	-6
N#CC1c2ccccc2-n2nncc2CN1C(=O)CCc1ccccc1 (stereo not given)
    9	3	10	11	0	7	4	0.6	-15	5	-6
COC(=O)C1=C(c2cc3ccccc3s2)C[C@@H]2CC[C@H]1N2C(=O)NCc1cccc2ccccc12
    9	-4	5	-28	-4	-12	-5	0.7	-13	-16	3
COc1cc(OC)c(OC)cc1CNC(C)C(O)c1ccccc1 (stereo not given)
    -5	0	-25	3	3	-15	2	4.2	9	-6	1
CC(=O)NC1C(OC(=O)Cc2ccccc2)OC(COC(C)=O)C(OC(C)=O)C1OC(C)=O (stereo not given)
    4	9	-19	1	-1	3	6	-4.8	11	9	-6
C/C(=N\N1CCCCC1)c1c(O)[nH]c(=O)[nH]c1=O
    3	-8	-8	-11	-2	8	4	-2.3	-2	4	8
CCN(CC)P(=S)(c1c(C)nc2ccccn12)c1c(C)nc2ccccn12
    7	-5	-1	11	6	-4	-1	2.4	18	4	-2
COC(=O)C1=CO[C@@H](C)[C@@H]2CN(CCc3c[nH]c4ccccc34)CC[C@H]12
    -2	-6	-12	0	-7	16	-7	0.4	1	12	-16
O=c1c2ccccc2nc(CSc2ncnc3nc[nH]c23)n1-c1ccccc1Cl
    -2	2	-10	3	-3	1	7	-1.7	10	-11	2
C[C@H]1CN([C@@H](C)CO)C(=O)CCCn2nncc2CO[C@H]1CN(C)C(=O)Oc1ccccc1
    0	-5	-2	3	-7	19	-1	1.2	-2	-8	4
O=C1N(c2ccc(Cl)cc2)C(c2cccnc2)N2CCCN12 (stereo not given)
    6	-9	-7	-29	-1	-32	11	-1.6	4	-5	-11
N#Cc1cc(F)c(N2CCNCC2)cc1Cl
    11	2	-3	7	-4	12	5	-1.6	12	-12	3
Nc1cnn(-c2ccccc2)c(=O)c1Cl
    4	-15	-21	5	7	-2	-6	-0.7	-1	-3	-1
C[C@H]1[C@H](OC(=O)CCC(=O)NCc2ccc(C(=O)O)cc2)O[C@@H]2O[C@@]3(C)CC[C@H]4[C@H](C)CC[C@@H]1C24OO3
    4	0	62*	nt	-20	89*	-3	-1.9	72*	nt	-72
COC(=O)C1=C(c2cc3ccccc3s2)C[C@@H]2CC[C@H]1N2C(=O)NC1CCCCC1
    -2	-2	-1	12	2	7	-7	0.0	-4	-23	2
CN1CCC(O)(c2ccccc2)C(C(=O)c2ccccc2)C1 (stereo not given)
    10	-1	-4	8	0	-12	-18	1.2	-13	14	-6
CCN(CC(=O)Nc1ccc(C#N)c(Cl)c1)CC(=O)NC1CCS(=O)(=O)C1 (stereo not given)
    -2	-3	-22	-6	-2	5	-8	-1.8	11	11	-7
O=P1(Oc2ccccc2)C[C@@H](O)[C@@H](O)[C@H](COCc2ccccc2)O1 (stereo not given in full)
    10	-9	12	10	0	-4	-6	0.4	-6	-9	-4
NC(=O)Nc1ccc(C(=O)OCC(=O)Nc2ccc(Cl)cc2C(=O)c2ccccc2)cc1
    11	0	-3	10	-6	11	2	-0.7	18	6	4

Grouped by structure: those above containing a COOH group (three)
Value order: MC4R antagonist	TLR9-MyD88 block	SRC1 inh	COUP-TFII inh	ABHD5 PLIN5 PPI	NR5A2 inv ag	NOD2-RIPK2 inh	MC4R barr agon	NCOA3 inh	SRC2 inh	EBV LMP1 NFkB
Cc1cc(/C=C2\C(=O)NC(=O)N(Cc3ccccc3Cl)C2=O)c(C)n1-c1ccc(C(=O)O)cc1
    6	0	-7	-1	-11	-2	4	-1.2	2	24	-1
CCn1c(C)c(C(=O)O)c2cc(OC)ccc21
    8	-1	-11	1	-8	-12	-4	-0.9	-4	-3	6
C[C@H]1[C@H](OC(=O)CCC(=O)NCc2ccc(C(=O)O)cc2)O[C@@H]2O[C@@]3(C)CC[C@H]4[C@H](C)CC[C@@H]1C24OO3
    4	0	62*	nt	-20	89*	-3	-1.9	72*	nt	-72

Among those listed so far, these contain a furan ring, fused or not:
Value order: MC4R antagonist	TLR9-MyD88 block	SRC1 inh	COUP-TFII inh	ABHD5 PLIN5 PPI	NR5A2 inv ag	NOD2-RIPK2 inh	MC4R barr agon	NCOA3 inh	SRC2 inh	EBV LMP1 NFkB
O=C(NCC1=C(c2ccc3ccccc3c2)C[C@@H]2CC[C@H]1N2Cc1ccco1)c1ccncc1
    2	-12	-33	-10	5	4	4	-2.4	-24	-19	-19
CC(C)c1ccc(N2C(=O)NC(=O)/C(=C/C=C/c3ccco3)C2=O)cc1
    9	1	-19	-5	22*	-13	-12	0.3	13	2	-28

Assay outcomes (PubChem)
